TDP2 absorb: human TDP2 enzyme inhibitors, primary screen, biochemical, epi absorbance, recombinant enzyme; Tyrosyl-DNA phosphodiesterase 2 (Homo sapiens), O95551; T5PNP hydrolysis, p-nitrophenol absorbance 415 nm; inhibition, % at 12.8 µM; hit rate 0.34% among 370,000; AID 720702, 2013;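 active = inhibition above the mean of all tested compounds plus 3 SD, set per campaign, cut at about 25% in these data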;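 note: 0% = DMSO with enzyme and 100% = buffer with substrate but no TDP2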
Target sequence (O95551 whole entry, looked up): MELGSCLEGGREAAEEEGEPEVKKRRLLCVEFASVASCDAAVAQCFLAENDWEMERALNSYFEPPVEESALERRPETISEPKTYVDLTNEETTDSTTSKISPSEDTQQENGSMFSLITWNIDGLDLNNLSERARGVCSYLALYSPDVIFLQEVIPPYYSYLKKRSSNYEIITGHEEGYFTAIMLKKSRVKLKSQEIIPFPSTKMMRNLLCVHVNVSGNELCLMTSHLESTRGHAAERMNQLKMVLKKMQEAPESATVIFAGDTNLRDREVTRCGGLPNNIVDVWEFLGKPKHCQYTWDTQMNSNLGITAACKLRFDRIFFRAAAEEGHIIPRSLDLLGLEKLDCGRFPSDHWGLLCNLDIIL
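System: recombinant human TDP2 / Amount: 120 nM TDP2 per well / Also added: 5 mM T5PNP chromogenic substrate / Doses: 12.8 µM single point, 1% DMSO / Incubation: 2 h at 37 °C / Detection: p-Nitrophenol epi absorbance / Evaluation: % inhibition relative to enzyme-containing and enzyme-free wells / Repeats: singlicate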
PLCg1 inh: PLC-gamma1 enzyme inhibitors, primary screen, biochemical, fluorescence, purified enzyme | 1-phosphatidylinositol 4,5-bisphosphate phosphodiesterase gamma-1 (Homo sapiens), P19174 | fluorogenic substrate | inhibition, % at 12.2 µM | hit rate 0.84% among 370,000; in the data active = inhibition above about 9.5%
ASAP1 GAP inh: inhibitors of human ASAP1 ArfGAP activity, primary screen, biochemical, fluorescence polarization; Arf-GAP with SH3 domain, ANK repeat and PH domain-containing protein 1 (Homo sapiens), …; AID 624377, 2012; inhibition, % at 16.5 µM; hit rate 0.19% among 360,000; ASAP1-stimulated ARF1 GTP hydrolysis, GDP FP detection; in the data active = inhibition above about 25%;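 note: 0% = vehicle with enzyme and substrate and 100% = no enzyme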
ARFGAP1 inhibitor: inhibitors of rat ARFGAP1 GAP activity, primary screen, biochemical, fluorescence polarization, GDP tracer; inhibition, % at 16.5 µM; AID 651572, 2012; ADP-ribosylation factor GTPase-activating protein 1 (Rattus norvegicus), Q62848; Arfgap1-stimulated ARF1 GTP hydrolysis, GDP FP detection; hit rate 0.26% among 360,000;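 active = inhibition above a per-plate limit, mean inhibition of low control wells plus 3 SD, cut at about 25% in these data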;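 note: 0% = DMSO wells with enzyme and 100% = wells lacking Arfgap1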
Target sequence (Q62848 1-136 limits assumed): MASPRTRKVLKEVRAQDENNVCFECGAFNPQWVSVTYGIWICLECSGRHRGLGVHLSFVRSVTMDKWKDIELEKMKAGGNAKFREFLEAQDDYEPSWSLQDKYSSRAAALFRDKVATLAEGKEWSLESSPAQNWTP
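Material: rat Arfgap1 GAP domain (His6, aa 1-136), purified enzyme. Also added: human ARF1(Δ1-17)-GTP substrate. Compound dosing: 16.5 µM single point, 1.26% DMSO. Timing: enzyme reaction 120 min at 25 °C after 20 min preincubation. Signal: GDP detection by fluorescence polarization. Read-out basis: percent inhibition of GAP-stimulated GDP formation, scaled between DMSO and no-Arfgap1 medians.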
KLK7 zymogen act: proKLK7 zymogen activators, primary screen, biochemical, fluorescence intensity | purified proKLK7, EDANS-DABCYL substrate fluorescence; 100% is mature enzyme control, 0% vehicle | AID 652039, 2013 | hit rate 0.9% among 370,000 | activation, % at 7 µM;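 active = activation above the mean of all tested compounds plus 3 SD, computed per campaign excluding outliers beyond control limits, cut at about 13% in these data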
DDE Tn6 FP inh: inhibitors of Tn6 peptide binding to fibrin DD(E), primary screen, biochemical, fluorescence polarization, human fibrin, Tn6 probe. hit rate 0.21% among 370,000. inhibition, % at 8.3 µM. AID 720509, 2013. Fibrin DD(E) TRITC-Tn6 fluorescence polarization displacement;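 active = inhibition above a per-campaign cutoff: mean of compounds within control limits plus 3 SD, cut at about 15% in these data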;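 note: 0% = median of all compound wells on the plate and 100% = blocking peptide control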
Target sequence (P02675 whole entry, looked up): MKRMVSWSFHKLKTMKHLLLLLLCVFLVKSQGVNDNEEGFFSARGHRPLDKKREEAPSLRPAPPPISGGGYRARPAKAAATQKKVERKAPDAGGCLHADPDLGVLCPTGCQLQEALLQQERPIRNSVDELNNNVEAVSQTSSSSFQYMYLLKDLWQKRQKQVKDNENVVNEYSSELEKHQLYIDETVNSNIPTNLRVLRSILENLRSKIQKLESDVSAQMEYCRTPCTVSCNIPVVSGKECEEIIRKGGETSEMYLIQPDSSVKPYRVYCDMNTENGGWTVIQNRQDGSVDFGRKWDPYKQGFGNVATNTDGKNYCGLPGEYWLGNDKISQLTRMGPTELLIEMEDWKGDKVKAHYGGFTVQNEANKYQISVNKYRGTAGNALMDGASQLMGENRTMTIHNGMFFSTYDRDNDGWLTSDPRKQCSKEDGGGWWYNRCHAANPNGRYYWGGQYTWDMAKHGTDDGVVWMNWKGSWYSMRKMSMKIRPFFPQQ
LEDGF integ inh: blockers of LEDGF/p75-dependent integrase strand transfer – biochemical, TR-FRET, high throughput, primary screen; HIV-1 integrase (with human LEDGF/p75); TR-FRET IN-LEDGF/p75 DNA integration, Eu/Cy5; inhibition, % at 3.7 µM; hit rate 0.64% among 370,000; AID 743269, 2014;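 active = inhibition above the screen-wide mean plus 3 SD, cut at about 13% in these data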;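 note: signal is the Cy5 over europium emission ratio at 671 and 618 nm; 0% = plate median of compound wells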
ADAM17 inh: ADAM17 inhibitors, primary screen, biochemical, QFRET | Disintegrin and metalloproteinase domain-containing protein 17 (Homo sapiens), P78536 | recombinant ADAM17, EDANS/DABCYL FRET peptide cleavage | inhibition, % at 6.95 µM | hit rate 0.83% among 370,000 | AID 720648, 2013;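 active = inhibition above the mean of compounds lying between control limits plus 3 SD, set per campaign, cut at about 8.5% in these data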;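 note: 0% = DMSO-only wells as the low control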
DDE Tn7 FP inh: inhibitors of Tn7 peptide binding to fibrin DD(E), primary screen, biochemical, fluorescence polarization, human fibrin, Tn7 probe; FP displacement of FITC-Tn7 peptide from fibrin DD(E); 0% = median of compound wells per plate; inhibition, % at 8.3 µM; hit rate 0.13% among 370,000;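 active = inhibition above the mean of compounds falling within the control limits plus 3 SD of them, cut at about 14% in these data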;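 note: 0% = plate median of compound wells and 100% = 10 µM Aha-Tn7 peptide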
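Assay system: human fibrin DD(E). Input: DD(E) 2 µM final. Medium: Tris buffer with calcium and detergent, pH 7.8. Compound dosing: single point at 8.3 µM. Timing: 10 min plus 3 h, room temperature. Technique: fluorescence polarization of the labelled Tn7 tracer. Read-out: percent inhibition. Replicates: singlicate testing.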
ADAM10 inh: human ADAM10 inhibitors, primary screen, biochemical, QFRET, HTS; Disintegrin and metalloproteinase domain-containing protein 10 (Homo sapiens), O14672; recombinant ADAM10, EDANS/DABCYL FRET peptide cleavage, 3 h; inhibition, % at 7 µM; hit rate 0.62% among 370,000;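 active = inhibition above a per-campaign cutoff equal to the mean of compounds falling between control-based bounds plus 3 SD, cut at about 20% in these data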;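 note: 0% = DMSO wells while the 100% control is not disclosed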
* marks the source's active call; other numbers are inactive results.

TDP2 absorb,PLCg1 inh,ASAP1 GAP inh,ARFGAP1 inhibitor,KLK7 zymogen act,DDE Tn6 FP inh,LEDGF integ inh,ADAM17 inh,DDE Tn7 FP inh,ADAM10 inh,compound
-11,1,-3,-1,-0.6,-6,-1,-4,2,-4,O=C(NNC(=O)c1ccc([N+](=O)[O-])cc1)c1ccc(F)cc1
-9,1,7,1,0.0,-7,-4,3,5,4,CN(CC(=O)Nc1cccc2ccccc12)c1ccc(S(=O)(=O)N2CCOCC2)cn1
5,1,1,10,0.2,2,3,-2,-3,-8,Cc1ccc(S(=O)(=O)N2CCC(C(=O)Nc3nnc(-c4ccc(F)cc4)s3)CC2)cc1
-11,-3,4,3,0.7,2,-1,-7,-1,-1,Cc1ccc(NC(=S)NC(=O)c2ccc(-c3ccccc3)cc2)cc1
7,1,12,0,-0.1,14,-3,0,4,-3,Cc1nc(NCc2ccccc2)c2cc[nH]c2n1
-6,3,-9,8,0.5,-4,2,3,5,2,COc1ccc(Cl)cc1NC(=O)CCc1nnc2ccc(N3CCN(C)CC3)nn12
3,2,10,-3,0.1,8,9,-1,4,8,COc1ccc(/C(C#N)=C/c2c(-c3ccc(Cl)cc3)nc3c(C)cccn23)cc1
2,0,4,11,0.2,-4,0,7,-3,1,CCc1nc2ccc(C(=O)N3CCN(c4cccc(Cl)c4)CC3)cc2nc1CC
-13,1,-7,1,-0.5,2,-1,-2,5,1,COc1ccc(CCNC(=O)CSc2nnc(Cc3csc(N)n3)n2C)cc1OC
-3,1,-14,2,-1.0,6,-1,1,3,0,CC(CCc1ccccc1)NC(=O)Cc1ccc([N+](=O)[O-])cc1 (configuration not stated)
-9,3,2,4,-0.4,1,-3,-1,-3,5,O=C(CSc1nnnn1-c1ccc(C(=O)O)cc1)NC1CC1
-10,-56,6,-3,2.6,-7,0,-77,-7,-328,CCCCNC(=O)c1nc(-c2ccncc2)oc1-c1ccccc1
-9,9.9*,5,-2,0.0,-10,1,6,-2,-13,Cc1cc(C(F)F)n2nc(C(=O)Nc3ccc(S(=O)(=O)N4CCCCCC4)cc3)nc2n1
0,4,12,-4,-0.1,-5,4,-5,3,-1,CCC(C#CCN1CCCCC1)(CC)OCCC#N
6,-3,-19,-15,-0.2,5,1,0,0,1,CCOC(=O)c1c(-c2ccc(-c3ccccc3)cc2)csc1NC(=O)CCC(=O)O
9,-10,0,-19,0.3,-1,-3,-5,7,-21,CCn1ccnc1CNC(=O)CC1C(=O)NCCN1Cc1ccc(F)cc1Cl (configuration not stated)
0,0,3,7,-0.4,0,-1,1,8,-2,CCCn1c(CCl)nc2cc(S(=O)(=O)N3CCOCC3)ccc21
8,-4,1,12,-1.3,9,4,0,-2,2,Cc1cc(C)n2nc(C(=O)N/N=C/c3ccc(O)cc3)nc2n1
13,3,-1,2,0.5,0,-1,-3,-6,2,C/C(=N\NC(=O)C(=O)Nc1c(C)n(C)n(-c2ccccc2)c1=O)c1ccc(Cl)s1
-7,-5,3,-7,-0.6,0,-6,-4,6,-4,CC1(C(=O)NS(=O)(=O)c2cccc(Cl)c2)CCN1C(=O)CCc1ccc(Cl)cc1Cl (configuration not stated)
-4,0,-2,-16,-0.4,-3,-2,-1,-8,-10,OCCN(CCO)CC(O)COc1ccc2c(c1)OCO2 (configuration not stated)
15,-3,2,-5,0.5,-3,0,1,4,-5,COc1ccccc1/C=C1/SC(=S)N(C(C)C(=O)NC2C=CS(=O)(=O)C2)C1=O (configuration not stated)
0,3,-4,3,1.0,5,1,0,-1,-4,Cc1cc(C(=O)NCc2cccnc2)n(-c2ccccc2)n1
5,-1,0,8,0.5,-1,-3,2,8,12,O=C(CSc1ncn(-c2ccccc2)n1)Nc1nc2ccccc2s1

Rewritten field by field: three of the compounds above
COc1ccccc1/C=C1/SC(=S)N(C(C)C(=O)NC2C=CS(=O)(=O)C2)C1=O (configuration not stated)
  TDP2 absorb: 15 | PLCg1 inh: -3 | ASAP1 GAP inh: 2 | ARFGAP1 inhibitor: -5 | KLK7 zymogen act: 0.5 | DDE Tn6 FP inh: -3 | LEDGF integ inh: 0 | ADAM17 inh: 1 | DDE Tn7 FP inh: 4 | ADAM10 inh: -5
C/C(=N\NC(=O)C(=O)Nc1c(C)n(C)n(-c2ccccc2)c1=O)c1ccc(Cl)s1
  TDP2 absorb: 13 | PLCg1 inh: 3 | ASAP1 GAP inh: -1 | ARFGAP1 inhibitor: 2 | KLK7 zymogen act: 0.5 | DDE Tn6 FP inh: 0 | LEDGF integ inh: -1 | ADAM17 inh: -3 | DDE Tn7 FP inh: -6 | ADAM10 inh: 2
CCCCNC(=O)c1nc(-c2ccncc2)oc1-c1ccccc1
  TDP2 absorb: -10 | PLCg1 inh: -56 | ASAP1 GAP inh: 6 | ARFGAP1 inhibitor: -3 | KLK7 zymogen act: 2.6 | DDE Tn6 FP inh: -7 | LEDGF integ inh: 0 | ADAM17 inh: -77 | DDE Tn7 FP inh: -7 | ADAM10 inh: -328

Later entries
TDP2 absorb,PLCg1 inh,ASAP1 GAP inh,ARFGAP1 inhibitor,KLK7 zymogen act,DDE Tn6 FP inh,LEDGF integ inh,ADAM17 inh,DDE Tn7 FP inh,ADAM10 inh,compound
9,0,5,8,-0.1,-5,0,-1,-4,-3,CC(=O)C1C(=O)c2c(cccc2[N+](=O)[O-])C1=Nc1cccc(Cl)c1 (configuration not stated)
13,-2,10,9,0.2,3,1,-5,1,1,CCc1ccc(N(C(=O)c2ccco2)C(C(=O)NC2CCCC2)c2cccnc2)cc1 (configuration not stated)
10,-28,-4,-9,0.7,8,0,0,0,-10,CN(c1ccc2nc3ccccc3c(=O)n2n1)C1CCCCC1
-13,5,-5,8,0.1,-1,12,5,0,15,CCN(CC)c1nc(NN)nc(Nc2ccc(C)c(Cl)c2)n1
-14,-6,0,-1,0.3,4,3,-7,-7,-11,Cc1ccc(-c2nn3c(C)nnc3c3ccccc23)cc1S(=O)(=O)NCCN1CCOCC1
12,1,6,-10,0.1,5,3,2,-2,2,CCOC(=O)C1CCCN(Cc2ccc(-c3ccccc3)cc2)C1 (configuration not stated)
1,5,-4,-5,0.4,-4,-1,-2,7,-7,CC1(C(=O)NCc2cccc(Cl)c2)Cc2c(-c3ccccc3)ccnc2O1 (configuration not stated)
4,-1,4,1,-0.1,0,-3,0,-7,-12,N#Cc1ccc(CN2CCN(C(=O)CNC(=O)Cc3cccc4ccccc34)CC2)cc1
-10,2,18,-1,-0.7,0,1,-1,-8,1,Cc1ccc(/C=C/C(=O)O)cc1S(=O)(=O)NCCCO
1,2,-8,-13,0.5,2,2,1,9,6,C/C(=N\NC(=O)NC1CCCCC1)C1CCCCC1
0,-1,-6,10,0.5,0,-4,-7,5,-5,CN(C)C(CNC(=O)C1CCN(S(=O)(=O)c2ccccc2C(F)(F)F)CC1)Cc1ccccc1 (configuration not stated)
7,-1,12,12,0.7,-1,-2,-3,1,0,COc1ccc(CNC(=O)C(c2ccncc2)N(C(=O)Cc2cccs2)c2ccccc2C)cc1 (configuration not stated)

Whole records, quoted from the list:
Profile of `Cc1cc(C)n2nc(C(=O)N/N=C/c3ccc(O)cc3)nc2n1` = TDP2 absorb = 8; PLCg1 inh = -4; ASAP1 GAP inh = 1; ARFGAP1 inhibitor = 12; KLK7 zymogen act = -1.3; DDE Tn6 FP inh = 9; LEDGF integ inh = 4; ADAM17 inh = 0; DDE Tn7 FP inh = -2; ADAM10 inh = 2
Profile of `Cc1ccc(/C=C/C(=O)O)cc1S(=O)(=O)NCCCO` = TDP2 absorb = -10; PLCg1 inh = 2; ASAP1 GAP inh = 18; ARFGAP1 inhibitor = -1; KLK7 zymogen act = -0.7; DDE Tn6 FP inh = 0; LEDGF integ inh = 1; ADAM17 inh = -1; DDE Tn7 FP inh = -8; ADAM10 inh = 1
Profile of `Cc1cc(C(F)F)n2nc(C(=O)Nc3ccc(S(=O)(=O)N4CCCCCC4)cc3)nc2n1` = TDP2 absorb = -9; PLCg1 inh = 9.9*; ASAP1 GAP inh = 5; ARFGAP1 inhibitor = -2; KLK7 zymogen act = 0.0; DDE Tn6 FP inh = -10; LEDGF integ inh = 1; ADAM17 inh = 6; DDE Tn7 FP inh = -2; ADAM10 inh = -13

(listing goes on)
TDP2 absorb,PLCg1 inh,ASAP1 GAP inh,ARFGAP1 inhibitor,KLK7 zymogen act,DDE Tn6 FP inh,LEDGF integ inh,ADAM17 inh,DDE Tn7 FP inh,ADAM10 inh,compound
-11,4,7,-14,0.3,-3,0,6,0,14,COC(=O)[C@H]1C[C@H](C(=O)O)[C@@H](C)C1(C)C
-1,-6,-3,19,1.0,1,-6,-2,-4,-17,COc1ccc(-c2cnc(C(O)c3ccccc3)[nH]2)cc1 (configuration not stated)
-8,1,1,2,0.2,0,-2,2,4,5,CCC1SC(=Nc2cccc(C)c2)NC1=O (configuration not stated)
1,-1,0,2,0.1,9,-2,-3,0,-19,CC(=O)Nc1ccc(CNc2nc3cc(-c4ccc(F)cc4)sc3c(=O)n2C)cc1
3,1,5,-6,0.5,2,-1,-2,-7,-5,CC1CCCC(C)N1C(=O)COc1ccc(-c2nnco2)cc1 (configuration not stated)
-4,0,-2,-11,0.3,13,-3,6,-2,5,C[C@H](NC(=O)[C@@H]1CCCN1C(=O)[C@@H]1CCCN1C(=O)c1cccc(Cl)c1)c1ccccc1
-3,-10,6,-4,1.0,-5,-6,-2,-6,-2,Cc1ccc2c(C(=O)CN3CCCC3)c(C)[nH]c2c1
0,-337,-8,3,16*,0,6,-87,-6,-248,O=C(O)CCN1c2cccc3cccc(c23)S1(=O)=O
12,7,21,15,0.5,8,0,-1,3,5,O=C(CN1NS(=O)(=O)c2ccccc2C1=O)Nc1ccccc1OC(F)F
-10,5,-5,6,3.6,-6,2,0,-1,2,COc1ccc(NC(=O)CSc2nnc(-c3ccccn3)n2-c2ccccc2)cc1OC
